Screening data: PubChem, National Center for Advancing Translational Sciences (NCATS)
KB-V1 MDR tox = qHTS assay for MDR1-selective chemotherapeutics: Primary screen using the drug-selected MDR subline cells KB-V1; Potency, µM (doses to about 46.1 µM), inactives show at the highest dose activity change, negative = cytotoxicity, hits mostly cytotoxic; KB-V1 MDR cells viability, CellTiter-Glo, 72 h; 400,000 tested, 3.4% active; further: potency means the concentration at half of the fitted maximal effect; on the % scale 0 is the no-effect control and ±100 the full control effect; nearly all actives have a fitted effect of over 60% in size
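Readout: CellTiter-Glo luminescence, 10 min after addition. Cells: KB-V1 MDR subline, 72 h at 37 degrees C with compound. Analysis: corrected, normalized data fitted to concentration-effect curves.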
ATXN2 expr inh = Primary qHTS for Inhibitors of ATXN expression; Potency, µM (top dose mostly 57 µM), for inactives: top-dose activity change, negative = inhibition, actives largely listed as inhibitors; 360,000 tested, 0.72% active; HEK-293 ATXN2-luciferase reporter, luminescence, 24 h; further: potency means the concentration at half of the fitted maximal effect; on the % scale 0 is the no-effect control and ±100 the full control effect; nearly all actives have a fitted effect of over 55% in size
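ATXN2-luciferase reporter cells (luciferase flanked by upstream and downstream ATXN2 gene portions) were treated 24 h at 37 °C with compounds at up to 57 uM. SteadyGlo luminescence gave expression; GF-AFC fluorescence gave viability.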
S2 tox = Viability Counterscreen for Primary qHTS for Inhibitors of ATXN expression; 400,000 tested, 0.49% active; AID 651635, 2014; S2 cells (HEK-293 line with an ATXN2-luciferase reporter) viability, CellTiter-Fluor protease fluorescence, 24 h; Potency, µM (series often up to 56.7 µM), most hits filed as cytotoxic; further: potency means the concentration at half of the fitted maximal effect; nearly all actives have a fitted effect of over 40% in size
MCF10A rerep = A quantitative high throughput screen for small molecules that induce DNA re-replication in MCF 10a normal breast cells; 350,000 tested, 2.9% active; Potency, µM (highest dose often 46.1 µM), for inactives: at the top dose activity, positive = re-replication, hits mostly activators; MCF 10A DNA re-replication, Hoechst nuclear intensity, 48 h; AID 624296, 2012; further: potency means the concentration at half of the fitted maximal effect; % of control where 0% means no effect; nearly all actives have a fitted effect of over 50% in size
HT1080NT lethal = qHTS for induction of synthetic lethality in tumor cells producing 2HG: qHTS for the HT-1080-NT fibrosarcoma cell line; Potency, µM (doses to about 46.1 µM), for inactives: at the top dose activity, negative = less viability, most hits filed as cytotoxic; 360,000 tested, 1.6% active; HT-1080-NT fibrosarcoma viability, CellTiter-Glo ATP luminescence, 48 h;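 further: NT is the 2HG producing partner of a matched IDH1 knockdown line; potency means the concentration at half of the fitted maximal effect; 0% = DMSO-treated cells and -100% = media-only wells without cells; nearly all actives have a fitted effect of over 55% in size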
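Toxicity toward the 2HG-producing NT line was scored as %Activity, normalised to DMSO and no-cell wells, from CellTiter-Glo luminescence after 48 hours' treatment.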
KB-3-1 tox = qHTS assay for MDR1-selective chemotherapeutics: Primary screen using the parental adenocarcinoma cell KB-3-1; KB-3-1 viability, CellTiter-Glo ATP luminescence, 72 h; 400,000 tested, 1.4% active; Potency, µM (doses to about 46.1 µM), inactives show top-dose activity change, negative = cytotoxic, hits mostly cytotoxic; further: potency means the concentration at half of the fitted maximal effect; on the % scale 0 is the no-effect control and ±100 the full control effect; nearly all actives have a fitted effect of over 60% in size
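Viability of parental KB-3-1 cells, measured by CellTiter-Glo luminescence, followed a 72 h incubation at 37 °C with pinned compounds in phenol-red-free DMEM containing 10% FBS.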
IL1B secr inh = qHTS for Inhibitors of Inflammasome Signaling: IL-1-beta AlphaLISA Primary Screen; THP-1 LPS/ATP IL-1B secretion, AlphaLISA, 16 h; stronger effect = lower value; activity change, % at 57.5 µM; 360,000 tested, 4.7% active; in the data active means activity change below about -50%; inconclusive means mostly about -30% to -49%; further: on the % scale 0 is the no-effect control and ±100 the full control effect
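THP-1 cells pretreated 1 hr with compounds (up to 57.5 uM final), then stimulated with LPS (250 ng/mL final) plus ATP (1.25 mM final); secreted IL-1B measured by AlphaLISA after 16 hr, decreased signal indicating inhibition.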
SW480 rerep = A quantitative high throughput screen for small molecules that induce DNA re-replication in SW480 colon adenocarcinoma cells. SW480 DNA re-replication, Hoechst DNA content imaging, 48 h. Potency, µM (top dose mostly 46.1 µM), for inactives: top-dose re-replication activation, usual class: activators. 340,000 tested, 1.8% active. AID 624297, 2012; further: potency means the concentration at half of the fitted maximal effect; % of control where 0% means no effect; nearly all actives have a fitted effect of over 55% in size
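First, 250 cells per well were seeded. Next, compound or vehicle (23 nL) was pinned in, plates sat 48 hr at 37 C. Finally Hoechst was added for 40 min before fluorescence scanning.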
HT1080 IDH1KD tx = qHTS for induction of synthetic lethality in tumor cells producing 2HG: qHTS for the HT-1080-IDH1KD cell line | 360,000 tested, 2% active | HT-1080 IDH1 knockdown viability, ATP luminescence, 48 h | Potency, µM (top dose mostly 46.1 µM), inactives show top-dose activity, negative = toxicity, actives largely listed as cytotoxic;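 further: potency means the concentration at half of the fitted maximal effect; 0% = DMSO wells and -100% = cell-free medium wells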
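Using the IDH1-knockdown HT-1080 line run in the same batch and compound series as the NT line, viability after 48 h at 37 °C was determined by CellTiter-Glo luminescence and expressed as % activity.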
The depositor's hits bear a star; i = inactive; ? = inconclusive; . = no result given; [ ] = another dose, or the depositor's remark. Unless noted, the call rests on the fitted dose curve; in most records, active means well fitted curve in the direction sought with a large enough effect; inconclusive means small, poorly fitted or top-dose-only effect, or another doubt; inactive means no such curve, though single readings can be large; an effect the other way counts as inactive or inconclusive.

SMILES | KB-V1 MDR tox | ATXN2 expr inh | S2 tox | MCF10A rerep | HT1080NT lethal | KB-3-1 tox | IL1B secr inh | SW480 rerep | HT1080 IDH1KD tx
CC1(C(=O)NCc2cccs2)Cc2c(-c3ccc4c(c3)OCO4)ccnc2O1 (stereo not drawn) | ? | -31% | i | . | ? | 5.2µM* | 40 | . | ?
Cc1cc(=O)[nH]c2nnc(-c3ccc(Br)cc3)n12 | 18% | 8% | i | 4% | 10% | 0% | -5 | -19% | 0%
O=C(Cn1nnc2sc(-c3ccccc3)cc2c1=O)Nc1cccc(C(F)(F)F)c1 | 29% | 12% | i | . | . | 11% | . | . | .
Cc1csc(NC(=O)c2c(-c3c(Cl)cccc3Cl)noc2C)n1 | -23% | -1% | i | 13% | -26% | -8% | 28 | 5% | -26%
CCN(CC)C(=O)C(Sc1nnnn1-c1ccc(O)cc1)c1ccccc1 (stereo not drawn) | -13% | -5% | i | -17% | -1% | 0% | -74* | -87% | 3%
CCCCNS(=O)(=O)c1ccc2nc(-c3cccnc3)cc(C(=O)NCC(OC)OC)c2c1 | 11% | . | i | 0% | 1% | 1% | 9 | -8% | 17%
Cc1cc(=O)n(Cc2c(F)cccc2Cl)c2c1c(C)nn2-c1cccc(F)c1 | 16% | 3% | i | . | . | -3% | . | . | .
COc1ccccc1C(CNC(=O)c1cccc(S(=O)(=O)Nc2ccc(F)cc2)c1)N1CCCC1 (stereo not drawn) | -25% | -15% | ? | ? | -6% | -1% | -2 | 12% | -11%
COc1nc(Oc2ccc(=O)n(-c3ccccc3)n2)nc(N(C)C)n1 | -2% | 3% | i | . | . | 9% | . | . | .
S=C(Nc1ccc(Cl)cc1)N1CCN(Cc2ccccc2)CC1 | 13% | -25% | i | 0% | -2% | -23% | -9 | 0% | -21%
O=C(CN1CC(=O)Nc2ccccc21)NCCc1ccc(Cl)cc1Cl | 5% | -27% | ? | 16% | 12% | 1% | -102* | 11% | 22%
Cc1ccc(N2CCN(CC(O)COc3ccccc3)CC2)cc1 (stereo not drawn) | ? | 4% | i | 9% | 23% | -15% | 10 | -2% | 8%
NC(Cc1ccc2nsnc2c1)C(=O)O (stereo not drawn) | -2% | 3% | i | 12% | 20% | 1% | -1 | -2% | -3%
Cc1cc2cc(CCNC(=O)CCCc3ccccc3)c(=O)[nH]c2cc1C | -24% | . | i | 2% | -2% | -7% | 5 | -16% | 0%
CCn1c(O)c(N=NC(=O)C(O)c2ccccc2)c2ccccc21 (stereo not drawn) | -1% | -5% | i | -1% | -3% | 8% | -22 | ? | -7%
COCC(=O)Nc1nc2ccc(C)cc2s1 | 2% | -6% | i | 1% | 4% | -3% | ? | 0% | -1%
Cc1ccc(S(=O)(=O)NC(=O)c2cccn2C)cc1 | 2% | -4% | i | 0% | 19% | 3% | -4 | -9% | 2%
Cc1ccc(C(=O)N2CCCC(C(F)(F)F)C2)cc1S(=O)(=O)N1CCCCC1 (stereo not drawn) | ? | -10% | i | 6% | 2% | -29% | 21 | 1% | -2%
CCOC(=O)C1CCCN(C(=O)c2cc(S(=O)(=O)N3CCCCC3)ccc2C)C1 (stereo not drawn) | -33% | 1% | i | 0% | -1% | -4% | -7 | 3% | -4%
Oc1ccc(/C=N/n2c(-c3ccccc3)n[nH]c2=S)cc1 | -1% | 3% | i | -1% | 13% | 0% | 8 | -3% | 0%
O=C(Cn1ccc([N+](=O)[O-])n1)Nc1nc2ccccc2s1 | 0% | 13% | i | -1% | -6% | 5% | -9 | 0% | -12%
CCN(CC)S(=O)(=O)c1ccc(OC)c(NC(=S)Nc2ccc(C)c(C)c2)c1 | 18µM* | 13% | i | ? | 6% | 0% | -27 | ? | -5%
CC(CCc1ccccc1)NS(=O)(=O)c1ccccc1F (stereo not drawn) | 7% | -7% | i | -8% | -26% | -1% | 21 | -13% | -12%
CC(C)(C)c1ccc(C(=O)N2CCCC(c3nc4c(nnn4Cc4cccc(F)c4)c(=O)[nH]3)C2)cc1 (stereo not drawn) | 3% | ? | ? | . | . | 1% | . | . | .
Cc1sc(NC(=O)c2ccc(OCC(C)C)cc2)c(C(N)=O)c1-c1ccc(Cl)cc1Cl | 12% | -14% | ? | ? | -5% | -11% | -17 | 1% | -1%
CCc1nc2ccccc2n1CC(=O)N(C(C)CC)C1CCS(=O)(=O)C1 (stereo not drawn) | 12% | -8% | ? | 3% | 4% | -2% | 22 | 0%[9.22 µM] | 1%
Cc1nc2ccccc2c(=O)n1CCc1ccccc1 | -9% | 14% | i | 14% | 11% | 4% | 38 | -4% | 11%
O=C(COc1ncnc2sccc12)Nc1ccc(F)cc1F | ? | . | i | 1% | 2% | -2% | -7 | -3% | 9%
Fc1ccc(N2CCN(c3ncnc4nc[nH]c34)CC2)cc1 | -15% | 10% | i | 0% | 1% | -68% | -21 | -12% | -2%
CC1=NN(c2ccc(Cl)c(C(=O)O)c2)C(=O)/C1=C/c1ccc(-c2ccccc2[N+](=O)[O-])o1 | 1% | 28% | i | ? | -13% | 0% | 11 | 7% | -20%
CN(C)CCNC(=O)c1csc(Nc2cccc3ccccc23)n1 | 5% | 77%[activator] | i | 3% | ? | ? | -61* | ? | ?
Cc1ccc(O)c(CNc2cccc3cccnc23)c1 | 8% | -16% | i | 14% | -23% | 0% | ? | 4% | ?
C[N+]12CCCCC1C(COC(=O)c1ccc3c(c1)OCO3)CCC2 (stereo not drawn) | 2% | -7% | i | 2% | -1% | -13% | 0 | -3% | -17%
O=C(COC(=O)c1ccncc1)Nc1cc(Cl)ccc1Cl | 19% | -13% | i | 0% | 2%[9.24 µM] | 3% | -6 | -2% | -9%
CC(=O)c1ccc(S(=O)(=O)N2CCN(CC#N)CC2)cc1 | -16% | 20% | i | 0% | 0% | -1% | 15 | -2% | -2%
CC(C)(C)c1ccc(-c2nc(SCCOc3ccc(Cl)cc3)n3[nH]c(=O)cc3n2)cc1 | ? | 11% | i | . | . | 5% | . | . | .
CCOC(=O)c1c(NCC(C)C)c2ccccc2[nH]c1=O | ? | -5% | i | -5% | 0% | -7% | -15 | -1% | 3%
CCCC(O)(c1ccc(OC)cc1)C(CN(C)C)c1ccccc1 (stereo not drawn) | -5% | -7% | i | 14% | -4% | 6% | -9 | -1% | -9%
COc1cccc(/C=C2/Sc3ccc(C(=O)NCCN4CCCC4)cc3NC2=O)c1 | 8% | . | ? | -6% | -12% | -14% | ? | -4% | -9%
Cc1sc2ncnc(N3CCC(C(=O)NNC(=O)COc4ccc(Cl)cc4)CC3)c2c1C | -1% | . | ? | ? | -17% | 3% | -13 | -5% | -10%
CCC(C)c1ccc(NC(=S)NCc2ccccc2OC)cc1 (stereo not drawn) | ? | -7% | i | 18µM* | -27% | -20% | 22 | 11% | -20%
COc1nc(C)ccc1-c1noc(-c2ccccn2)n1 | 12µM* | ? | i | -4% | -30% | 16% | ? | -9% | -17%
O=C(O)CCN1C(=O)/C(=C\c2cccc(OCc3ccccc3)c2)SC1=S | 4% | 3% | i | 0% | -9% | -6% | 10 | -7% | ?
Cn1ncn2c(=O)c3c(nc12)-c1ccccc1CC31CCCC1 | 6% | -4% | i | -1% | 1% | 5% | 63 | -21% | -3%
S=C(NCc1ccco1)Nc1ccc(N2CCOCC2)cc1 | -2% | 10% | i | -2% | 0% | -6% | -13 | 2% | 5%
Cc1ccc(C(=O)NC2CCC(C)CC2)o1 (stereo not drawn) | 10% | 0% | i | 0% | -1% | -13% | -9 | -152%[inhibitor] | 3%
CCN(CC(=O)Nc1ccc(NC(C)=O)cc1)C(=O)COc1ccc(C(=O)c2ccccc2)cc1 | ? | 2% | i | 8% | 0% | 0% | -3 | -8% | -15%
COc1cc2c(cc1OC)C(c1cccc([N+](=O)[O-])c1)N(C(=O)c1ccccc1C(=O)O)CC2 (stereo not drawn) | 5% | 5% | i | -48%[inhibitor] | 15% | -3% | -58* | 59% | 19%
COc1ccc(OC)c(NC(=O)Cn2c(=O)cc(-c3ccccc3)c3c(C)nn(C)c32)c1 | 17% | ? | ? | . | . | -8% | . | . | .
Cc1cc(NC(=O)COC(=O)C2CC(=O)N(c3cccc(C)c3C)C2)no1 (stereo not drawn) | 9% | -1% | i | -5% | 3% | 19% | -3 | -1% | 6%
Cc1cc(S(=O)(=O)NCCCN2CCOCC2)ccc1Br | 13% | 1% | i | 7% | 5% | ? | 11 | 1% | 7%
COc1cccc2cc(C(=O)c3ccc([N+](=O)[O-])cc3)oc12 | -17% | 25% | i | ? | 1% | 4% | -18 | -4% | -9%
COc1ccccc1CNC(=O)N1CCN(c2ccccc2)CC1 | -20% | -14% | i | 0% | 24% | 0% | -13 | 1% | 19%
COc1cc2c(-c3ccc4c(c3)OCO4)c(-c3ccsc3)oc(=O)c2cc1OC | ? | 21% | i | 25% | -1% | -11% | ? | -1%[9.22 µM] | -5%

An excerpt from above in order of the IL1B secr inh value, low to high.
Structure | IL1B secr inh
COc1cccc2cc(C(=O)c3ccc([N+](=O)[O-])cc3)oc12 | -18
COc1ccccc1CNC(=O)N1CCN(c2ccccc2)CC1 | -13
Cc1cc(S(=O)(=O)NCCCN2CCOCC2)ccc1Br | 11

No enrichment for hits, and some 11% of all compounds hit somewhere here.
